NPR2 activator: GC-B (human) receptor activation. AID 1920062. P20594. 0.11% of 370,000 active. HEK293-GC-B cells, CNP EC30, cGMP TR-FRET; 0% at EC30 CNP, 100% saturating CNP. activation, % at 10 µM;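 active = activation at 10 µM reaching about 35% in either raw or pattern-adjusted values, limit read from the data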
PRMT1 inh: inhibitors of human PRMT1. Q99873. recombinant PRMT1, activity-based probe fluorescence polarization. inhibition, % at 2.79 µM. 1.3% of 370,000 active;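 active = inhibition above about 21% made by adding two undisclosed values, limit read from the data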
SIAE primary: inhibitors of human sialic acid acetylesterase SIAE; Q9HAT2; SIAE FP-Rh probe binding, fluorescence polarization; inhibition, % at 9.66 µM; 0.69% of 370,000 active; AID 1053197;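 active = inhibition above a cutoff: mean of compounds within the control limits plus 3 SD of those, cut at about 17% in these data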;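 also: 0% = plate median of compound wells and 100% = probe without SIAE protein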
rCAG binder: binds r(CAG) RNA repeats. r(CAG) RNA repeat, TO-PRO-1 dye displacement fluorescence. inhibition, % at 3 µM. 1.3% of 370,000 active. AID 651821;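 active = inhibition above the plate cutoff, the mean of all test compounds on that plate plus 3 SD, cut at about 35% in these data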;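 also: 0% = DMSO alone and 100% = 100 µM mitoxantrone as full dye displacement; higher means more dye released from RNA so lower well fluorescence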
LEDGF integ inh: blocks HIV-1 LEDGF/p75-dependent DNA integration; inhibition, % at 3.7 µM; TR-FRET IN-LEDGF/p75 DNA integration, Eu/Cy5; 0.64% of 370,000 active;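 active = inhibition above the screen-wide mean plus 3 SD, cut at about 13% in these data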;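 also: signal is the Cy5 over europium emission ratio at 671 and 618 nm; 0% = plate median of compound wells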
MBD2 inh: blocks human MBD2 binding to methylated DNA; Q9UBB5; TR-FRET, MBD2 binding to methylated oligonucleotide; inhibition, % at 4.4 µM; 0.31% of 370,000 active; AID 686964; in the data active = inhibition above about 13%
TDP2 inh: TDP2 (human) inhibition, absorbance primary screen; O95551; recombinant TDP2, T5PNP hydrolysis, p-nitrophenol absorbance 415 nm; inhibition, % at 12.8 µM; 0.34% of 370,000 active; AID 720702;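 active = inhibition above the mean of all tested compounds plus 3 SD, set per campaign, cut at about 25% in these data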;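 also: 0% = DMSO with enzyme and 100% = buffer with substrate but no TDP2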
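Assay system: recombinant human TDP2 / Reagent: T5PNP substrate at 5 mM, a TopII-DNA adduct mimic / Measured by: epi absorbance from released p-nitrophenol / Evaluation: % inhibition relative to enzyme-containing and enzyme-free wells / Control set: enzyme-free and DMSO wells / Replicates: each compound tested once, singlicate / Schedule: enzyme reaction with compound for 2 h at 37 °C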
TCR-CD3 inh: blocks the human TCR-CD3 interaction; inhibition, % at 9.4 µM; 0.37% of 360,000 active; TAMRA-labeled TCR probe fluorescence, biochemical; in the data active = inhibition above about 19%;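 also: recombinant mutant TCR 2C K166C tagged with TAMRA read by polarization; 0% = receptor in buffer alone and 100% = receptor with positive control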
ABHD4 inh: inhibits mouse alpha/beta hydrolase domain 4 | purified mABHD4, FP-Rh probe fluorescence polarization | inhibition, % at 8.92 µM | AID 720543 | 0.54% of 370,000 active | Q8VD66;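 active = inhibition exceeding the mean over every tested compound plus 3 SD, cut at about 30% in these data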;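 also: 0% = plate median of compound wells and 100% = S159A mutant with DMSO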
Target sequence (Q8VD66 whole entry, looked up, the tested form may be a part): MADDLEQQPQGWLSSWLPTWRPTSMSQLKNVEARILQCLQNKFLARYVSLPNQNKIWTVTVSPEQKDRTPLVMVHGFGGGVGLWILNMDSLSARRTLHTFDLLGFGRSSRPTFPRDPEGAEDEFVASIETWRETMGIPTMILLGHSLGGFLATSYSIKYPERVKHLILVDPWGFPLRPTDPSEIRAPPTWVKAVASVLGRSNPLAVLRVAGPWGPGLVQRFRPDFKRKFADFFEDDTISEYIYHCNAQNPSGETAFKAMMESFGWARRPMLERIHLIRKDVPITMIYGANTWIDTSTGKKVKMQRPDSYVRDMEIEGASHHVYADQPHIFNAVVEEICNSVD
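Doses – 8.92 µM, single dose · Material – wild-type mouse ABHD4 protein · Replication – single well per compound (singlicate) · Measure – percent inhibition of probe binding, normalized to plate controls · Schedule – 45 min compound pre-incubation plus 60 min probe step, 25 °C · Detection – fluorescence polarization with parallel and perpendicular emission, 525/598 nm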
HTRA1 inhibitor: HTRA1 (human) protease inhibition; inhibition, % at 5.96 µM; recombinant HTRA1, FP-rhodamine activity-based probe, fluorescence polarization; 0.5% of 340,000 active; in the data active = inhibition above about 36%;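 also: 0% = enzyme with DMSO and 100% = wells lacking enzyme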
Target sequence (Q92743 whole entry, looked up): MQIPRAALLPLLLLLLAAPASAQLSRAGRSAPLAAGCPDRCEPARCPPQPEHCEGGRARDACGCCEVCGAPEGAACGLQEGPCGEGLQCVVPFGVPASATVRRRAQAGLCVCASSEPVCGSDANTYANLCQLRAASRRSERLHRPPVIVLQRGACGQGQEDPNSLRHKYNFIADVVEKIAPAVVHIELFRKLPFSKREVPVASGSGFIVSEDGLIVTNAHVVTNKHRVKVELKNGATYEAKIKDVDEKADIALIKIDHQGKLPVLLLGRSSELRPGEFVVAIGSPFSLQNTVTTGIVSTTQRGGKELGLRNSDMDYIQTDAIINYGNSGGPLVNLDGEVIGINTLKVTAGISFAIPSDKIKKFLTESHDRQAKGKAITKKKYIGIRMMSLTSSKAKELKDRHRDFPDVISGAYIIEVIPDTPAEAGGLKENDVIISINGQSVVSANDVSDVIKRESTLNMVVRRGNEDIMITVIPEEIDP
The depositor's hits bear a star; · = no result given. The list is partial, so the mix of outcomes need not match the whole.

SMILES	NPR2 activator	PRMT1 inh	SIAE primary	rCAG binder	LEDGF integ inh	MBD2 inh	TDP2 inh	TCR-CD3 inh	ABHD4 inh	HTRA1 inhibitor
COc1ccc(NC(=O)CN2CCCN(S(=O)(=O)c3ccc(F)cc3)CC2)cc1	-2	3	5	-4	4	-2	2	0	0	-1
CC(C)(C)NC(=O)CN(C(=O)C(=O)Nc1ccc2c(c1)OCCO2)C1CC1	-4	-1	3	-3	3	2	12	2	-1	3
C[C@H](CO)N1C[C@H](C)[C@@H](CN(C)C(=O)NC2CCCC2)Oc2cc(Br)ccc2S1(=O)=O	-4	-2	-3	2	0	-2	-14	-4	9	-2
O=C(NC(c1ccccc1)c1ccc2ccccc2n1)C1CCN(CCOc2ccc(Cl)cc2Cl)CC1 (stereo unspecified)	2	-4	-14	11	2	-6	5	-5	-11	·
OCC(O)/C=N/Nc1nc2ccccc2s1 (stereo unspecified)	0	5	4	0	-1	0	-10	-7	5	-1
CC(=O)N1c2ccc(S(=O)(=O)N(C)Cc3ccccc3)cc2CC1C (stereo unspecified)	-2	1	1	-2	2	0	3	5	2	4
COC(C)(C)[C@]12CC(O)(c3ccccc3)ON1[C@H]1CCCCC1N2O (stereo partly specified)	1	0	2	-1	-2	-4	-1	5	12	-1
CC(=O)N1C[C@@H](CO)[C@@H](N(C)C(=O)C(C)(C)C)C[C@H]1c1ccccc1Br	-3	1	-6	-2	-4	3	-3	0	3	·
CCOC(=O)CCNCC1COc2ccccc2O1 (stereo unspecified)	9	3	5	-3	1	2	2	10	-4	8
CC1CCC(NC(=O)COC(=O)c2n[nH]c(=O)c3ccccc23)CC1 (stereo unspecified)	-12	0	2	0	2	-2	-5	3	-6	9
CCOC(=O)c1c(C)nc2c(C#N)cnn2c1C	3	-1	5	-1	-3	-3	-6	6	7	8
NS(=O)(=O)c1ccc(NC(=O)CN2C(=O)C3C4C=CC(C4)C3C2=O)cc1 (stereo unspecified)	-3	-1	-5	4	-2	-4	-10	-2	-8	8
CC(C)c1ccc(CN(C(=O)/C=C/c2ccco2)C2CCS(=O)(=O)C2)cc1 (stereo unspecified)	0	7	-9	9	3	8	2	-4	0	6
N#C/C(=C\c1c(N2CCCCC2)nc2ccccn2c1=O)C(=O)NCc1ccco1	-6	5	1	1	-3	-3	-5	-1	-1	-1
CCOC(=O)c1sc(N2C(=O)C(O)=C(C(=O)c3ccco3)C2c2ccco2)nc1C (stereo unspecified)	-3	9	6	31	4	-4	7	3	18	-3
Cc1occc1C(=O)Nc1nccs1	1	0	-1	3	-2	-1	-11	6	2	2
CN(C(=O)COC(=O)c1c[nH]c(=O)[nH]c1=O)C1CCCCC1	-3	1	-1	-2	1	0	2	-2	9	5
COc1ccccc1/C=C/C=N/n1c(-c2n[nH]c3c2CCC3)n[nH]c1=S	-2	-1	2	10	3	-4	5	8	0	·
Cc1n[nH]c(C)c1Sc1ccccc1N	5	2	0	-2	6	-4	4	9	-1	4
Cc1cc(Oc2ccccc2)nc(SCC(=O)Nc2ccccc2)n1	7	-3	13	-5	0	8	3	4	1	-19
Cc1ccc(NC(=S)Nc2ncccc2C)c(C)c1	0	5	6	-5	-2	-3	-3	-5	3	5
CCC1OC(c2ccc([N+](=O)[O-])cc2)=Nc2ccccc21 (stereo unspecified)	-4	4	3	0	1	2	6	1	4	-2
COc1ccc(-c2cc(C(=O)N3CCCc4ccccc43)no2)cc1	0	-3	1	-1	2	-4	6	3	-6	-22
O=C(NCCCN1CCCC1=O)c1cc(S(=O)(=O)N2CCOCC2)c(Cl)cc1Cl	0	-8	9	-3	4	0	-2	3	2	4
NS(=O)(=O)c1ccc(N=C2C(=O)Nc3ccccc32)cc1	-2	6	-3	2	-3	-1	-2	9	2	5
COc1cc2c(cc1OC)/C(=C/c1ccc(Br)cc1)C(=O)OC2	2	5	-22	5	0	5	0	-6	-28	-8
COC(=O)c1cccc(C(=O)N2CCCC(C(=O)c3cccc(OC(C)C)c3)C2)c1 (stereo unspecified)	5	-2	-6	-5	13	7	28*	4	15	8
CCNC(=O)COc1cc(C)c(Br)c(C)c1	5	-3	0	0	2	-1	-4	4	-10	5
Cc1nnc(NC(=O)CSc2nnc(CC(=O)Nc3ccccc3Cl)n2C)s1	-3	6	-3	4	-2	5	4	-4	4	-3
COc1cc2nc(C)sc2cc1SC	4	0	3	-2	-2	-5	8	3	0	1

A second format for part of the listing above.
| Molecule | NPR2 activator | PRMT1 inh | SIAE primary | rCAG binder | LEDGF integ inh | MBD2 inh | TDP2 inh | TCR-CD3 inh | ABHD4 inh | HTRA1 inhibitor |
| --- | --- | --- | --- | --- | --- | --- | --- | --- | --- | --- |
| COc1ccc(-c2cc(C(=O)N3CCCc4ccccc43)no2)cc1 | 0 | -3 | 1 | -1 | 2 | -4 | 6 | 3 | -6 | -22 |
| CCNC(=O)COc1cc(C)c(Br)c(C)c1 | 5 | -3 | 0 | 0 | 2 | -1 | -4 | 4 | -10 | 5 |
| CC1CCC(NC(=O)COC(=O)c2n[nH]c(=O)c3ccccc23)CC1 (stereo unspecified) | -12 | 0 | 2 | 0 | 2 | -2 | -5 | 3 | -6 | 9 |

Remaining list, next part:
SMILES	NPR2 activator	PRMT1 inh	SIAE primary	rCAG binder	LEDGF integ inh	MBD2 inh	TDP2 inh	TCR-CD3 inh	ABHD4 inh	HTRA1 inhibitor
COc1ccccc1N1CN(S(=O)(=O)c2ccc(C)cc2)c2nc3ccccc3nc21	-1	-3	-8	12	2	-6	1	-3	2	4
CN(CCOc1ccccc1)C(=O)c1cc(COc2c(F)cccc2F)on1	0	-1	4	-6	-1	3	11	0	-5	-12
Cc1ccc(-c2cc(C(=O)Nc3ccc4c(c3)OCCO4)c3ccccc3n2)cc1	2	2	-40	15	-1	0	10	-3	-39	-49
COc1ccc(C(=O)N(C)c2c(C)n(C)n(-c3ccccc3)c2=O)cc1OC	2	-1	-6	-2	-3	-1	-6	6	0	1
N#Cc1ccc(C(=O)N2CCN(C(=O)C3CCCO3)CC2)cc1 (stereo unspecified)	2	-2	2	3	-4	-1	3	0	-1	3
Cc1cc(C)c2c(N=NN3CCOCC3)[nH]nc2n1	2	1	3	0	0	-2	6	-1	-1	-1
Cc1c(-n2cc(C(=O)O)c(=O)c3cc(F)c(N4CCCC(O)C4)c(F)c32)c(=O)n(-c2ccccc2)n1C (stereo unspecified)	-10	1	2	-2	1	2	2	-1	-1	7
Nn1c(Cc2ccccc2)nc2ccccc2c1=O	1	-7	3	0	7	-1	1	-3	2	6
COc1cccc(CN2CCN(CC(=O)Nc3ccccc3Cl)CC2)c1	15	1	2	-11	-4	1	3	2	6	2
CN(C(=O)c1ccccc1C(=O)OCC(=O)c1ccccc1)c1ccccc1	0	-1	-14	0	4	0	-7	-4	-3	-12
Cc1sc2nc(SCC(=O)c3ccc(O)c(O)c3)n(Cc3ccco3)c(=O)c2c1C	-3	25*	-24	61*	35*	11	-1	·	5	·
Cc1ccc2nc(N(CCCN(C)C)C(=O)CN3C(=O)c4ccccc4C3=O)sc2c1	-1	0	-9	4	-2	-2	10	1	4	-7
O=C1C=C(NNC(=O)c2ccccc2Br)CCC1	0	18	-2	-3	-2	2	-4	-10	4	-3
CCCC(C)NC(=O)COc1ccc(S(=O)(=O)c2ccc(OCC(=O)NC(C)CCC)cc2)cc1 (stereo unspecified)	5	2	2	1	-4	1	-13	-3	4	4
NS(=O)(=O)c1cc(C(=O)O)c(NCc2ccco2)cc1Cl	-3	1	-11	-1	-1	0	3	2	3	0

Two compounds drawn at random from those above:
SMILES	NPR2 activator	PRMT1 inh	SIAE primary	rCAG binder	LEDGF integ inh	MBD2 inh	TDP2 inh	TCR-CD3 inh	ABHD4 inh	HTRA1 inhibitor
O=C1C=C(NNC(=O)c2ccccc2Br)CCC1	0	18	-2	-3	-2	2	-4	-10	4	-3
Cc1ccc2nc(N(CCCN(C)C)C(=O)CN3C(=O)c4ccccc4C3=O)sc2c1	-1	0	-9	4	-2	-2	10	1	4	-7

More entries.
SMILES	NPR2 activator	PRMT1 inh	SIAE primary	rCAG binder	LEDGF integ inh	MBD2 inh	TDP2 inh	TCR-CD3 inh	ABHD4 inh	HTRA1 inhibitor
CCCCCC(=O)NNC(=O)Cc1ccc([N+](=O)[O-])cc1	-4	-1	2	2	-4	4	10	2	0	5
Cc1ccc(NC(=O)c2cc3c(=O)oc4ccccc4c3s2)nc1	-6	0	-3	-1	-2	2	-4	4	5	3
O=C(Nc1ccc([N+](=O)[O-])cc1)c1cccc([N+](=O)[O-])c1	-7	1	-7	2	-2	4	-7	-1	-2	-6
COc1ccccc1NS(=O)(=O)c1cccc(C(=O)OCc2nc3ccccc3s2)c1	0	-1	-7	5	2	1	-8	-6	-17	-44
COc1ccc(C(=O)N/N=C/c2sc(=O)n(Cc3cccc(C(=O)O)c3)c2Cl)cc1	-4	10	-3	17	-7	-2	-8	5	10	7
CCOc1cc(/C=N/Nc2ccc(S(=O)(=O)Nc3ccccc3C(=O)O)cc2[N+](=O)[O-])cc(Cl)c1O	2	1	32*	67*	-3	-2	-1	2	73*	75*
CCOc1ccc(NC(=O)NN2C(C)CCCC2C)cc1 (stereo unspecified)	5	-8	6	-6	5	102*	-14	-7	10	-2
O=C(CCCNC(=O)c1ccc(Cl)cc1)Nc1nccs1	-8	3	1	0	-1	5	-2	0	2	0

Shown as a hit in MBD2 inh, among the entries above:
| SMILES | NPR2 activator | PRMT1 inh | SIAE primary | LEDGF integ inh | MBD2 inh | TDP2 inh | TCR-CD3 inh | HTRA1 inhibitor |
| --- | --- | --- | --- | --- | --- | --- | --- | --- |
| CCOc1ccc(NC(=O)NN2C(C)CCCC2C)cc1 (stereo unspecified) | 5 | -8 | 6 | 5 | 102* | -14 | -7 | -2 |

High-throughput results: PubChem, several laboratories
